Bioassay records: PubChem, several laboratories
NR2E3 ag-1 = activates human NR2E3 receptor; 360,000 compounds, 0.35% hits; Q9Y5X4; inhibition of corepressor binding, % at 3.98 µM; AID 602229; CHO-S Gal4-NCOR/VP16-NR2E3 two-hybrid, luciferase;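 active = inhibition above the mean of all tested compounds plus 3 SD, cut at about 70% in these data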;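 note: 0% = DMSO with NR2E3 transfected cells and 100% = cells lacking NR2E3 construct; higher means lower luciferase signal from less NR2E3 corepressor binding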
Target sequence (Q9Y5X4 whole entry, looked up, the tested form may be a part): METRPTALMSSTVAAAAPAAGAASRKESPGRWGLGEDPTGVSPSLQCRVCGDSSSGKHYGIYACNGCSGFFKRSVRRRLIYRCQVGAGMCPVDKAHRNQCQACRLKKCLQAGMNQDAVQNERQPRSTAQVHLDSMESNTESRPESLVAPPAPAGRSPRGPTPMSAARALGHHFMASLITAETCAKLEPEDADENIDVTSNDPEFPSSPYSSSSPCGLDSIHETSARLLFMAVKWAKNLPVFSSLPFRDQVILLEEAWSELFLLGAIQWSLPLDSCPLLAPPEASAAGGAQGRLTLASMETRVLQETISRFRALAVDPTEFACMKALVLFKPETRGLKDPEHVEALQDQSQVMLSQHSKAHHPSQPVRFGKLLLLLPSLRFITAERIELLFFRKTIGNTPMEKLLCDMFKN
TRPM1 prom inh = MITF TRPM1 promoter inhibition in SK-MEL-5 cells; SK-MEL-5 TRPM1 promoter luciferase, 24 h; AID 488899; inhibition, % at 12.5 µM; 330,000 compounds, 0.83% hits;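 active = mean inhibition across replicates of 60% or more, whatever share of single replicates reaches that level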; note: values of inactives mirror those of a sister screen read the other way
PDI inh = inhibitors of human protein disulfide isomerase; 350,000 compounds, 0.052% hits; PDI insulin aggregation turbidity, A650, 90 min; P07237; inhibition, % at 10 µM;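 active = mean inhibition across replicates of 30% or more, whatever share of single replicates reach that level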;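 note: absorbance from insulin aggregation driven by PDI reduction with DTT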
HIF-2a inh = inhibitors of HIF-2a. 360,000 compounds, 0.72% hits. 786-0 RCC cells HIF-2a reporter, luciferase luminescence, overnight. inhibition, % at 18.8 µM. AID 624352;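 active = inhibition of the luminescence signal of 40% or more relative to plate controls, in a single-dose primary screen at 18.75 µM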
CaV13 FRET inh = Primary screen for inhibitors of IQ motif and Ca2+-dependent inactivation inhibitor domain binding in CACNA1D, Förster resonance energy transfer in living cells, …. HEK cells, CFP/YFP FRET ICDI-IQ, plate reader, 10 min; percent FRET-ratio fall versus neutral wells. 340,000 compounds, 0.098% hits. inhibition, % at 12.3 µM. AID 743397;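 active = mean replicate inhibition of at least 30% and at least 1% of replicates passing that level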;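 note: 0% = median of the neutral control wells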
iPSC survival up = hiPSC single-cell survival enhancement; ATPlite luminescence; 100% = ROCK inhibitor wells, 0% = DMSO; survival enhancement, % at 20 µM; 360,000 compounds, 0.044% hits; AID 602274; in the data active = survival enhancement above about 18%;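 note: cells exposed to compounds for 16 hours before the ATP read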
Cardio protect = modulators protecting cardiomyocytes from myocardial damage | 360,000 compounds, 0.63% hits | H9c2 cardiomyocytes, H2O2 injury protection, ATPLite, 2 h | protection from H2O2 cell death, % at 20 µM;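 active = compounds giving at least 50% protection of heart cells from peroxide-induced death in the single-dose screen, raw or plate-pattern-corrected value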;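 note: 0% = DMSO wells with peroxide and 100% = DMSO wells without peroxide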
Peg3 promoter = reduces Peg3 promoter-driven luciferase expression in HeLa | HeLa PEG-Prom luciferase reporter, luminescence, overnight | inhibition, % at 20 µM | 360,000 compounds, 1.7% hits | AID 588405;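 active = inhibition of at least 50% at 20 µM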
Shn3 3UTR inh = reduces Shn3 3'UTR luciferase signal in osteoblasts. 360,000 compounds, 0.52% hits. inhibition, % at 12.5 µM. Clone20 osteoblast Shn3 3'UTR firefly luciferase, 24 h;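 active = mean inhibition of at least 75% with every replicate also reaching 75%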;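 note: 0% = median of neutral control wells and 100% = pilot-screen positive control compound; some compounds past the cut are filed as inactive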
m5-HT2A agonist = mouse HTR2A agonism via beta-arrestin recruitment | P35363 | CHO-K1 mHTR2A beta-arrestin complementation, luminescence; percent of 30 µM serotonin response | activation, % at 7.6 µM | 360,000 compounds, 0.66% hits | AID 624169;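 active = activation above a run cutoff, the mean activation of all tested compounds plus 3 SD, cut at about 14% in these data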;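 note: 0% = plate median of compound wells and 100% = 30 µM serotonin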
Target sequence (P35363 whole entry, looked up): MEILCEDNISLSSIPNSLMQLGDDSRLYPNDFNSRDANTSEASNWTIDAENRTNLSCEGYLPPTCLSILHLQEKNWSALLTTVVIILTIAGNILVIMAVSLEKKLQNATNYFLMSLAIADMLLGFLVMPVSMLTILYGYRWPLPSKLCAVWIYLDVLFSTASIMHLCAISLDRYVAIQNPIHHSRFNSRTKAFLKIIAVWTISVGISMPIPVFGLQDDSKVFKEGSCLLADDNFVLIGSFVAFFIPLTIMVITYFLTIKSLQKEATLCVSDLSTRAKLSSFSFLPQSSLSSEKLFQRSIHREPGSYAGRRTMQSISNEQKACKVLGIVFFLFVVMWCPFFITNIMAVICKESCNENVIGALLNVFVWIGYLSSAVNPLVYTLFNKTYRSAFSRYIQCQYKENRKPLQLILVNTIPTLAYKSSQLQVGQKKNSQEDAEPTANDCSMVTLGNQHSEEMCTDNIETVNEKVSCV
NR2E3 ag-2 = agonists of human nuclear receptor NR2E3; inhibition of corepressor binding, % at 4.78 µM; GST-NR2E3/biotin-RetCOR TR-FRET, 1536-well; AID 2300; Q9Y5X4; 320,000 compounds, 0.12% hits;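 active = percent inhibition above the cutoff of mean plus 3 SD of all tested compounds, set per screening campaign, cut at about 20% in these data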;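 note: 0% = DMSO wells and 100% = biotin wells as full block of FRET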
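System: GST-tagged NR2E3 plus biotinylated RetCOR corepressor; Buffer or medium: pH 7.5 Tris-based buffer; Probe or stimulus: RetCOR corepressor, biotinylated, 7 nM; Doses: compound at 4.8 µM, single dose; Schedule: 5 h incubation at 4 °C; Technique: time-resolved FRET; Evaluation: percent inhibition of TR-FRET ratio; Replication: one well per compound, singlicate testing.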
* marks the source's active call; other numbers are inactive results. No enrichment for hits; 3.9% or so of the library scored in one or more.

What do the screens show for `COc1ccccc1C(=O)NC(=O)CSc1nnc(SC)s1`?
NR2E3 ag-1: 0; TRPM1 prom inh: -5; PDI inh: 4; HIF-2a inh: 6; CaV13 FRET inh: -6; iPSC survival up: 0.0; Cardio protect: 8; Peg3 promoter: 2; Shn3 3UTR inh: 18; m5-HT2A agonist: -4; NR2E3 ag-2: 0

Results for COC(=O)c1ccccc1NC(=O)C1CCC(=O)N1S(=O)(=O)c1ccc(C)cc1 (stereo not given) ?
NR2E3 ag-1: -2; TRPM1 prom inh: 0; PDI inh: 2; HIF-2a inh: 14; CaV13 FRET inh: -8; iPSC survival up: 2.6; Cardio protect: 3; Peg3 promoter: 13; Shn3 3UTR inh: -15; m5-HT2A agonist: -2; NR2E3 ag-2: 2

What do the screens show for `COc1ccc(S(=O)(=O)NCc2ccc(C(=O)N3CCN(Cc4ccccc4)CC3)cc2)cc1`?
NR2E3 ag-1: 21; TRPM1 prom inh: 13; PDI inh: 6; HIF-2a inh: 3; CaV13 FRET inh: -7; iPSC survival up: -0.3; Cardio protect: -1; Peg3 promoter: 1; Shn3 3UTR inh: -10; m5-HT2A agonist: 5; NR2E3 ag-2: -1

What do the screens show for `S=C(c1ccc(-c2ccc(Cl)cc2Cl)o1)N1CCCC1`?
NR2E3 ag-1: -6; PDI inh: 6; HIF-2a inh: -273; CaV13 FRET inh: -4; iPSC survival up: 0.2; Cardio protect: -1; Peg3 promoter: -263; m5-HT2A agonist: -1; NR2E3 ag-2: 0

How did Cc1cc(Cl)ccc1OCCCC(=O)NCc1ccccn1 do in these assays?
NR2E3 ag-1: -23; TRPM1 prom inh: -10; PDI inh: 4; HIF-2a inh: 5; CaV13 FRET inh: -5; iPSC survival up: 1.1; Cardio protect: 0; Peg3 promoter: 8; Shn3 3UTR inh: 12; m5-HT2A agonist: 1; NR2E3 ag-2: 3

Results for CCC(C)[C@H](NC(=O)N1c2ccccc2NC(=O)[C@@H]1C(C)C)C(=O)N[C@@H](Cc1ccccc1)C(=O)O (stereo not given in full) ?
NR2E3 ag-1: -2; TRPM1 prom inh: 5; HIF-2a inh: 7; iPSC survival up: -1.7; Cardio protect: 0; Peg3 promoter: -3; Shn3 3UTR inh: 2; m5-HT2A agonist: -1; NR2E3 ag-2: 0

How did COc1ccc(CCNC(=O)COC(=O)Cn2cnc3ccccc32)cc1OC do in these assays?
NR2E3 ag-1: -29; TRPM1 prom inh: 3; PDI inh: 4; HIF-2a inh: 24; CaV13 FRET inh: 3; iPSC survival up: 0.2; Cardio protect: 16; Peg3 promoter: 9; Shn3 3UTR inh: -20; m5-HT2A agonist: 2; NR2E3 ag-2: -2

What do the screens show for `O=C(Cn1cnnn1)NC1CCCN(Cc2ccccc2F)C1` (stereo not given)?
NR2E3 ag-1: -19; TRPM1 prom inh: 3; PDI inh: 1; HIF-2a inh: 8; CaV13 FRET inh: -5; iPSC survival up: -0.5; Cardio protect: 2; Peg3 promoter: 5; Shn3 3UTR inh: 9; m5-HT2A agonist: 2; NR2E3 ag-2: -5

What do the screens show for `Cc1ccc(CN2CCN(Cc3ccc4cccc(F)c4n3)CC2CCO)cc1` (stereo not given)?
NR2E3 ag-1: 0; TRPM1 prom inh: 14; PDI inh: 12; HIF-2a inh: 10; CaV13 FRET inh: -4; iPSC survival up: 1.3; Cardio protect: -1; Peg3 promoter: 23; Shn3 3UTR inh: 5; m5-HT2A agonist: -5; NR2E3 ag-2: 3

What do the screens show for `CCn1c(COc2ccccc2C)nc2ccccc21`?
NR2E3 ag-1: -81; TRPM1 prom inh: -84; PDI inh: 1; HIF-2a inh: -245; CaV13 FRET inh: -5; iPSC survival up: -1.8; Cardio protect: -13; Peg3 promoter: -217; Shn3 3UTR inh: -42; m5-HT2A agonist: -6; NR2E3 ag-2: -1

What do the screens show for `CC(C)NC(=O)N1CCCN(c2nc3ccc(Cl)cc3s2)CC1`?
NR2E3 ag-1: -27; TRPM1 prom inh: -15; PDI inh: -5; HIF-2a inh: -123; CaV13 FRET inh: -4; iPSC survival up: 0.6; Cardio protect: -7; Peg3 promoter: -91; Shn3 3UTR inh: -16; m5-HT2A agonist: -6; NR2E3 ag-2: 6

How did O=C(CSc1nnc(NC(=O)c2ccc(S(=O)(=O)N3CCOCC3)cc2)s1)Nc1ccccc1C(F)(F)F do in these assays?
NR2E3 ag-1: -28; TRPM1 prom inh: 9; PDI inh: -10; HIF-2a inh: 10; CaV13 FRET inh: -5; iPSC survival up: -1.1; Cardio protect: 1; Peg3 promoter: -13; Shn3 3UTR inh: 8; m5-HT2A agonist: 0; NR2E3 ag-2: 4

Results for O=C(Nc1ccc2c(c1)OCCO2)c1cc2sccc2n1Cc1ccc(F)cc1 ?
NR2E3 ag-1: -49; TRPM1 prom inh: -23; PDI inh: 6; HIF-2a inh: -116; CaV13 FRET inh: -3; iPSC survival up: -2.0; Cardio protect: 3; Peg3 promoter: -142; Shn3 3UTR inh: -7; m5-HT2A agonist: -7; NR2E3 ag-2: 7

What do the screens show for `CCN(C(=O)COC(=O)c1ccc(O)cc1)c1cccc2ccccc12`?
NR2E3 ag-1: 13; TRPM1 prom inh: 4; PDI inh: 9; HIF-2a inh: 18; CaV13 FRET inh: -5; iPSC survival up: 1.0; Cardio protect: 3; Peg3 promoter: 25; Shn3 3UTR inh: -8; m5-HT2A agonist: 4

What do the screens show for `COc1ccc(CNS(=O)(=O)c2ccc(N3CCCC3)cc2Br)cc1`?
NR2E3 ag-1: 31; TRPM1 prom inh: -3; PDI inh: -1; HIF-2a inh: -14; CaV13 FRET inh: -10; iPSC survival up: -1.5; Cardio protect: -17; Peg3 promoter: 19; Shn3 3UTR inh: 2; m5-HT2A agonist: -3

Results for C=CCOc1cccc(CNCc2cccnc2)c1 ?
NR2E3 ag-1: 18; TRPM1 prom inh: -9; PDI inh: 9; HIF-2a inh: 7; CaV13 FRET inh: 3; iPSC survival up: -0.6; Cardio protect: -4; Peg3 promoter: 8; Shn3 3UTR inh: -10; m5-HT2A agonist: 4; NR2E3 ag-2: 1

What do the screens show for `COc1ccc(C(=O)N2CCSCC2)cc1OC1CCN(C(C)=O)CC1`?
NR2E3 ag-1: -13; TRPM1 prom inh: 12; PDI inh: -24; HIF-2a inh: 1; CaV13 FRET inh: -8; iPSC survival up: 0.3; Cardio protect: -2; Peg3 promoter: 4; Shn3 3UTR inh: 5; m5-HT2A agonist: 1; NR2E3 ag-2: 0

What do the screens show for `COc1cccc2cc(C(=O)Nc3cc(Cl)ccc3N3CCOCC3)c(=O)oc12`?
NR2E3 ag-1: -36; TRPM1 prom inh: 28; PDI inh: 18; HIF-2a inh: 20; iPSC survival up: -0.2; Cardio protect: -2; Peg3 promoter: 50; Shn3 3UTR inh: 3; m5-HT2A agonist: -2; NR2E3 ag-2: 2

What do the screens show for `Cc1nn(-c2ccccc2)c(N2CCCC2)c1/C=N/NC(=S)Nc1ccccc1C(F)(F)F`?
NR2E3 ag-1: -3; TRPM1 prom inh: 14; PDI inh: -3; HIF-2a inh: 19; CaV13 FRET inh: -3; iPSC survival up: 2.2; Cardio protect: 1; Peg3 promoter: 39; Shn3 3UTR inh: 31; m5-HT2A agonist: -1; NR2E3 ag-2: -1

How did O=C(c1ccccc1-n1cccn1)N1CCc2c([nH]c3ccccc23)C1c1ccccn1 (stereo not given) do in these assays?
NR2E3 ag-1: -10; TRPM1 prom inh: -14; PDI inh: 5; HIF-2a inh: -81; CaV13 FRET inh: -5; iPSC survival up: -0.8; Cardio protect: 10; Peg3 promoter: -75; Shn3 3UTR inh: -33; m5-HT2A agonist: -3; NR2E3 ag-2: 2

How did CC1=C(C(=O)N(C(C)C)C(C)C)CC(CC(=O)NCCN2CCOCC2)C(=O)N1Cc1ccc(C(C)(C)C)cc1 (stereo not given) do in these assays?
NR2E3 ag-1: 22; HIF-2a inh: -9; CaV13 FRET inh: -3; iPSC survival up: 1.9; Cardio protect: 6; Peg3 promoter: -16; Shn3 3UTR inh: -9; m5-HT2A agonist: 1

Results for CC(=O)Nc1ccc(NC(=O)CSc2nnc(COc3ccccc3C)n2CC2CCCO2)cc1 (stereo not given) ?
NR2E3 ag-1: 0; TRPM1 prom inh: 17; PDI inh: 2; HIF-2a inh: -7; CaV13 FRET inh: -2; iPSC survival up: -0.8; Cardio protect: 0; Peg3 promoter: -5; Shn3 3UTR inh: 1; m5-HT2A agonist: -2; NR2E3 ag-2: 0

Results for COc1ccc(/C=C(/C#N)C(=O)Nc2cccnc2)cc1OC ?
NR2E3 ag-1: -18; TRPM1 prom inh: 0; PDI inh: -11; HIF-2a inh: 0; CaV13 FRET inh: -15; iPSC survival up: -1.4; Cardio protect: 15; Peg3 promoter: -10; Shn3 3UTR inh: 4; m5-HT2A agonist: 7; NR2E3 ag-2: -3

Results for Cc1nn(-c2ccc([N+](=O)[O-])cc2)c2c1C(c1ccc(OC(F)F)cc1)N1C(=N2)C(=O)Nc2ccccc21 (stereo not given) ?
NR2E3 ag-1: -21; TRPM1 prom inh: 26; PDI inh: -3; HIF-2a inh: 20; CaV13 FRET inh: -5; iPSC survival up: 1.4; Cardio protect: 45; Peg3 promoter: 40; Shn3 3UTR inh: 32; m5-HT2A agonist: 4; NR2E3 ag-2: 6

How did O=C(NCCN1CCCC(O)C1)c1cc(COc2cccc(C(F)(F)F)c2)on1 (stereo not given) do in these assays?
NR2E3 ag-1: 3; PDI inh: 0; HIF-2a inh: -16; CaV13 FRET inh: -5; iPSC survival up: 2.7; Cardio protect: 4; Peg3 promoter: 4; Shn3 3UTR inh: -17; m5-HT2A agonist: -5

How did O=C(Nn1c(-c2ccc(Br)cc2)nc2ccccc2c1=O)c1ccncc1 do in these assays?
NR2E3 ag-1: -72; TRPM1 prom inh: 2; PDI inh: 5; HIF-2a inh: -6; CaV13 FRET inh: -10; iPSC survival up: 0.1; Cardio protect: 5; Peg3 promoter: 3; Shn3 3UTR inh: 1; m5-HT2A agonist: 1; NR2E3 ag-2: 0

How did COc1ccccc1C(=O)Nc1ccnn1C1CCN(Cc2ccn[nH]2)CC1 do in these assays?
NR2E3 ag-1: -6; TRPM1 prom inh: 6; PDI inh: -5; HIF-2a inh: 6; CaV13 FRET inh: -6; iPSC survival up: -0.5; Cardio protect: 2; Peg3 promoter: 9; Shn3 3UTR inh: 4; m5-HT2A agonist: -2; NR2E3 ag-2: 2
